Screens (PubChem)
PLCb3 inh – human PLC-beta3 inhibitors, primary screen, biochemical, fluorescence; AID 720704, 2013; Purified PLC-beta3, fluorogenic substrate; 1-phosphatidylinositol 4,5-bisphosphate phosphodiesterase beta-3 (Homo sapiens), Q01970; inhibition, % at 12.2 µM; hit rate 0.18% among 370,000; in the data active means inhibition above about 11%;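 further: 0% = median of compound wells on plate and 100% = full blocker control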
ARFGAP1 inhibitor – inhibitors of rat ARFGAP1 GAP activity, primary screen, biochemical, fluorescence polarization, GDP tracer | ADP-ribosylation factor GTPase-activating protein 1 (Rattus norvegicus), Q62848 | Arfgap1-stimulated ARF1 GTP hydrolysis, GDP FP detection | inhibition, % at 16.5 µM | hit rate 0.26% among 360,000;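 active means inhibition above a per-plate limit, mean inhibition of low control wells plus 3 SD, cut at about 25% in these data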;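 further: 0% = DMSO wells with enzyme and 100% = wells lacking Arfgap1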
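Repeats: one replicate per compound; assay system: rat Arfgap1 catalytic domain, aa 1-136; times: enzyme reaction 120 min at 25 °C after 20 min preincubation; detection: FP of antibody-bound GDP Alexa 633 tracer, ex 620/em 688 nm; benchmarks: high control wells lacking Arfgap1, low control full reaction with DMSO; reagent: human ARF1(Δ1-17)-GTP substrate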
ASAP1 inh – inhibitors of human ASAP1 ArfGAP activity, primary screen, biochemical, fluorescence polarization. Arf-GAP with SH3 domain, ANK repeat and PH domain-containing protein 1 (Homo sapiens), …. ASAP1-stimulated ARF1 GTP hydrolysis, GDP FP detection. inhibition, % at 16.5 µM. hit rate 0.19% among 360,000. AID 624377, 2012; in the data active means inhibition above about 25%;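 further: 0% = vehicle with enzyme and substrate and 100% = no enzyme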
Tn6 DDE FP – inhibitors of Tn6 peptide binding to fibrin DD(E), primary screen, biochemical, fluorescence polarization, human fibrin, Tn6 probe; Fibrinogen beta chain (Homo sapiens), P02675; Fibrin DD(E) TRITC-Tn6 fluorescence polarization displacement; inhibition, % at 8.3 µM; hit rate 0.21% among 370,000; AID 720509, 2013;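 active means inhibition above a per-campaign cutoff: mean of compounds within control limits plus 3 SD, cut at about 15% in these data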;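 further: 0% = median of all compound wells on the plate and 100% = blocking peptide control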
TDP2 absorb – human TDP2 enzyme inhibitors, primary screen, biochemical, epi absorbance, recombinant enzyme. Tyrosyl-DNA phosphodiesterase 2 (Homo sapiens), O95551. T5PNP hydrolysis, p-nitrophenol absorbance 415 nm. inhibition, % at 12.8 µM. hit rate 0.34% among 370,000. AID 720702, 2013;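 active means inhibition above the mean of all tested compounds plus 3 SD, set per campaign, cut at about 25% in these data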;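 further: 0% = DMSO with enzyme and 100% = buffer with substrate but no TDP2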
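System: recombinant human TDP2 / Amount: 120 nM TDP2 per well / Also added: 5 mM T5PNP chromogenic substrate / Doses: 12.8 µM single point, 1% DMSO / Incubation: 2 h at 37 °C / Detection: p-Nitrophenol epi absorbance / Evaluation: % inhibition relative to enzyme-containing and enzyme-free wells / Repeats: singlicate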
ADAM10 inh – human ADAM10 inhibitors, primary screen, biochemical, QFRET, HTS. recombinant ADAM10, EDANS/DABCYL FRET peptide cleavage, 3 h. hit rate 0.62% among 370,000. inhibition, % at 7 µM;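 active means inhibition above a per-campaign cutoff equal to the mean of compounds falling between control-based bounds plus 3 SD, cut at about 20% in these data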;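 further: 0% = DMSO wells while the 100% control is not disclosed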
ADAM17 inh – ADAM17 inhibitors, primary screen, biochemical, QFRET | Disintegrin and metalloproteinase domain-containing protein 17 (Homo sapiens), P78536 | recombinant ADAM17, EDANS/DABCYL FRET peptide cleavage | inhibition, % at 6.95 µM | hit rate 0.83% among 370,000 | AID 720648, 2013;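 active means inhibition above the mean of compounds lying between control limits plus 3 SD, set per campaign, cut at about 8.5% in these data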;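 further: 0% = DMSO-only wells as the low control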
SIAE inh – human SIAE inhibitors, primary screen, biochemical, fluorescence polarization, FP-Rh probe, 1536-well HTS | Sialate O-acetylesterase (Homo sapiens), Q9HAT2 | SIAE FP-Rh probe binding | inhibition, % at 9.66 µM | hit rate 0.69% among 370,000 | AID 1053197, 2014;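 active means inhibition above a cutoff: mean of compounds within the control limits plus 3 SD of those, cut at about 17% in these data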;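 further: 0% = plate median of compound wells and 100% = probe without SIAE protein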
Tn7 DDE FP – inhibitors of Tn7 peptide binding to fibrin DD(E), primary screen, biochemical, fluorescence polarization, human fibrin, Tn7 probe | hit rate 0.13% among 370,000 | FP displacement of FITC-Tn7 peptide from fibrin DD(E); 0% = median of compound wells per plate | AID 720508, 2013 | Fibrinogen beta chain (Homo sapiens), P02675 | inhibition, % at 8.3 µM;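 active means inhibition above the mean of compounds falling within the control limits plus 3 SD of them, cut at about 14% in these data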;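 further: 0% = plate median of compound wells and 100% = 10 µM Aha-Tn7 peptide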
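Assay system: Human fibrin DD(E) protein | Medium: Tris buffer with calcium and detergent, pH 7.8 | Reagent: 0.1 µM fluorescent Tn7 | Compound dosing: Single point at 8.3 µM | Times: 10 min preincubation, 3 h with tracer, room temperature | Detection: Fluorescence polarization of the labelled Tn7 tracer | Controls: Aha-Tn7 high control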
PLC-gamma1 inh – PLC-gamma1 enzyme inhibitors, primary screen, biochemical, fluorescence, purified enzyme; fluorogenic substrate; inhibition, % at 12.2 µM; hit rate 0.84% among 370,000; in the data active means inhibition above about 9.5%
Target sequence (P19174 whole entry, looked up): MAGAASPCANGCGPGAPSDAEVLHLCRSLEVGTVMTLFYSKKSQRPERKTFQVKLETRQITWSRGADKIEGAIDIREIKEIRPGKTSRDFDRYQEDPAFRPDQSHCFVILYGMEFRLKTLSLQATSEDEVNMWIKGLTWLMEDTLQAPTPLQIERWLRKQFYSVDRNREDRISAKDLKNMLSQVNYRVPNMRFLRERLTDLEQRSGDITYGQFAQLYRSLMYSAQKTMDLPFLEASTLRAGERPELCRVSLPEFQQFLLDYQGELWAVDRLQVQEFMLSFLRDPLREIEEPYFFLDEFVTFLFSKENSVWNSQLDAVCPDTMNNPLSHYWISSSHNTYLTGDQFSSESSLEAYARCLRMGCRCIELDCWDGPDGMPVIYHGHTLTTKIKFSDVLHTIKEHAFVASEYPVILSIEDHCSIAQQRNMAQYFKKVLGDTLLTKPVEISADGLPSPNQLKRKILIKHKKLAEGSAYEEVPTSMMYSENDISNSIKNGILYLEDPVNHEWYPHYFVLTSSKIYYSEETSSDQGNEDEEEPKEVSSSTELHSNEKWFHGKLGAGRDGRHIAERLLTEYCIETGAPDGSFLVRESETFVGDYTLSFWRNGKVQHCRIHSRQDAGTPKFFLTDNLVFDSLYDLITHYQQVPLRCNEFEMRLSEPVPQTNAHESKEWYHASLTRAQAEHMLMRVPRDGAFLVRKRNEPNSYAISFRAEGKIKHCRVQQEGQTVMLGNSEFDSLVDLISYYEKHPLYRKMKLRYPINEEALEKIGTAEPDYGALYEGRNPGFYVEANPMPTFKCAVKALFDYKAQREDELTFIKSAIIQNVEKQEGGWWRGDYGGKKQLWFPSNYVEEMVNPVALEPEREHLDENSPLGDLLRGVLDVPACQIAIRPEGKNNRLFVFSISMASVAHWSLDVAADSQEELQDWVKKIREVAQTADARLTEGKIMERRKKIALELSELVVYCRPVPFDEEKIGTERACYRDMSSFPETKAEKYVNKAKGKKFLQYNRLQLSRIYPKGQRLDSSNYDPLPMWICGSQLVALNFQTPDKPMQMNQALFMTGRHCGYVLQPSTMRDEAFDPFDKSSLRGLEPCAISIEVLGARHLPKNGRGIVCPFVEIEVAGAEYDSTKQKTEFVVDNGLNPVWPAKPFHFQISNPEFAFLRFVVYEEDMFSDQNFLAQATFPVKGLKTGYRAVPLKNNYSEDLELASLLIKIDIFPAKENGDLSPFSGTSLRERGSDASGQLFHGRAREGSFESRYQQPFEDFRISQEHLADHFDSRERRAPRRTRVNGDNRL
Active calls of the source: *; i = inactive.

SMILES | PLCb3 inh | ARFGAP1 inhibitor | ASAP1 inh | Tn6 DDE FP | TDP2 absorb | ADAM10 inh | ADAM17 inh | SIAE inh | Tn7 DDE FP | PLC-gamma1 inh
Cc1nc2sc(C(c3ccccc3)N3CCN(C(=O)c4ccco4)CC3)c(O)n2n1 (stereo not drawn) | 3 | 7 | 11 | -8 | -2 | 9 | -1 | -1 | 1 | 2
O=C(CN1CCN(S(=O)(=O)c2ccc(F)cc2)CC1)c1ccc(O)c(O)c1 | -8 | 4 | 8 | -3 | 13 | 0 | -4 | 8 | -1 | -1
Cc1ccc2c(CN(C)Cc3ccccc3)cc(=O)oc2c1 | 2 | 6 | -3 | -4 | -6 | 5 | 2 | 0 | -10 | 0
CCN(CC)C(=O)CC(c1ccccc1)c1ccco1 (stereo not drawn) | -1 | -7 | -5 | 3 | 0 | 2 | -3 | 1 | 2 | 1
NC(=O)C1CCN(C(=O)CC(c2ccccc2)c2ccccc2)CC1 | -11 | -4 | -5 | -2 | 0 | -1 | 5 | -4 | -2 | 6
COC(=O)c1cnn(-c2ccc(Cl)cc2)c1/C=N/NC(N)=S | -6 | -3 | -24 | 1 | -9 | 2 | -1 | 0 | 6 | 0
Cc1ccc(OCCNC(=O)Cc2ccc(F)cc2)cc1 | -1 | 2 | 0 | 2 | -8 | -8 | -1 | -8 | -3 | -2
Cc1cc(N2CCN(C)CC2)nc2ccc(NC(=S)N3CCOCC3)cc12 | -284 | -5 | 7 | 6 | 4 | -458 | -141 | 5 | 5 | -195
Nc1ccccc1C(=O)C[C@H](N)C(=O)O | -7 | 1 | -7 | 1 | 4 | -4 | -8 | -1 | 1 | -9
COc1cccc(-c2nnc3n2N=C(C(C)(C)C)CS3)c1 | 2 | 5 | 4 | -4 | 4 | 6 | 1 | 3 | 0 | 4
Cc1cc(NC(=O)CN2CCCCCCC2)no1 | -1 | -6 | -15 | -8 | -3 | 5 | 1 | 7 | -5 | 3
CS(=O)(=O)c1ccc(-c2cn3cc(C(=O)O)ccc3n2)cc1 | -281 | -1 | 4 | 3 | 8 | i | -374 | -1 | -5 | -231
O=C(Nn1c(=O)[nH]c2ccsc2c1=O)c1ccccc1 | -1 | 0 | 5 | 1 | 4 | -3 | -6 | 9 | -6 | -2
Cc1ccccc1-c1nnc(-c2ccccc2)o1 | 6 | -1 | -6 | -2 | -5 | 4 | 3 | -1 | -4 | -1
CC1C/C(=N/Nc2nc3ccccc3[nH]2)CC(C)(C)C1 (stereo not drawn) | -11 | -3 | 2 | -3 | -2 | -9 | -3 | 8 | 0 | -9
O=C(/C=C/c1cccs1)c1cc(Cl)ccc1O | -6 | -4 | 2 | -4 | 4 | -8 | -2 | 0 | 1 | -4
CS(=O)(=O)N(CC(=O)N1CCCCC1)c1ccc2c(c1)OCO2 | 2 | 7 | -12 | -1 | 4 | 1 | 3 | -3 | 0 | 4
O=C(ONC1=NCCCCC1)c1c(F)cccc1F | -1 | 7 | 0 | 12 | -2 | -3 | -7 | 2 | 2 | -1
COc1ccc(NS(=O)(=O)c2ccc(NC(=O)c3ccccn3)cc2)cc1 | -7 | 1 | -3 | -3 | 0 | -4 | -2 | 0 | -2 | 1
Cn1cc(C(=O)N/N=C/c2ccc(Br)c([N+](=O)[O-])c2)c2ccccc21 | -4 | 7 | 10 | 4 | 1 | 5 | -3 | -3 | -1 | 1
COc1ccc(N2CS(=O)CC2=O)cc1 (stereo not drawn) | 2 | -2 | 0 | 6 | -3 | -7 | -1 | -1 | -1 | 3
Cc1oc(-c2ccccc2Cl)nc1CS(=O)(=O)CC(=O)NCCc1ccccc1 | 3 | 11 | -1 | -2 | 6 | 1 | 0 | 6 | 9 | -1
CCCc1ccc(OCc2ccc(C(=O)N3CCN(c4ccccn4)CC3)o2)c(OC)c1 | -1 | 2 | -4 | 14 | -12 | 6 | 3 | 3 | -4 | 6
O=C(N/N=C\c1ccc(F)cc1)c1ccc(Cn2cc(Br)c([N+](=O)[O-])n2)o1 | -3 | -8 | 2 | 2 | -3 | 5 | -1 | -15 | 5 | -2
CCn1cc(C(=O)N2CCN(Cc3ccc4c(c3)OCO4)CC2)c(=O)c2ccc(C)nc21 | 5 | -4 | 9 | -3 | 4 | -5 | -5 | 1 | -2 | 1
COc1cc(-c2noc(C)c2C#Cc2ccc(N)cc2)cc(OC)c1OC | -1 | 5 | -16 | 0 | 0 | 12 | 5 | 4 | 4 | -2
Cn1ccnc1SCC(=O)N1CCN(S(=O)(=O)c2ccccc2)CC1 | 0 | -3 | -1 | -1 | 4 | -2 | -5 | -6 | 5 | 0
COCCCN(C(=O)c1cc(-c2ccco2)nc2ccccc12)c1c(N)n(Cc2ccccc2)c(=O)[nH]c1=O | -98 | -14 | 2 | -3 | -7 | -35 | -20 | 4 | 8 | -74
CC(CCc1ccccc1)NC(=O)CN1CCN(Cc2ccc(Cl)cc2)C1=O (stereo not drawn) | 0 | 13 | -3 | -2 | -6 | -14 | 0 | -5 | -4 | 0
CCOP(=O)(c1ccccc1)C(O)c1ccc(F)cc1 (stereo not drawn) | 4 | -6 | -1 | 9 | -8 | -6 | -5 | 8 | 2 | -1
Cn1c(=O)c2c(SCCN3CCOCC3)nc(C3CCCC3)nc2n(C)c1=O | 1 | 4 | -9 | 4 | -14 | 5 | -2 | -3 | 1 | -1
N#Cc1c(-c2ccccc2F)cc(C2CC2)nc1SCC(=O)c1cccs1 | -57 | 0 | 17 | 3 | 4 | 2 | -2 | 2 | -1 | -44
Nc1cccc2c(O)cccc12 | -23 | -6 | 13 | -11 | -11 | -80 | -31 | 11 | 2 | -12
O=C(CSc1nc2[nH]ncc2c(=O)[nH]1)Nc1ccccc1 | -2 | 0 | -3 | 1 | -2 | 10 | 0 | -2 | 0 | -1
CN(C)C(CNC(=O)c1ccc2nccnc2c1)c1ccco1 (stereo not drawn) | -28 | -8 | 11 | -4 | 9 | -35 | -12 | 12 | -3 | -21
COc1ccccc1OCCn1c(=O)n(C)c2ccccc21 | -6 | 1 | 1 | -3 | 1 | 3 | -4 | 4 | 5 | -3
Cc1ccccc1NC(=O)N(O)C1(C#N)CCCCC1 | -2 | -4 | 1 | 1 | -2 | 5 | -1 | 1 | 4 | 0
Cc1cc(C(=O)Nc2cccc(C)c2C)c2ccccc2n1 | -1 | 5 | -4 | 1 | 5 | 2 | 1 | 5 | -3 | 0
C[C@H](CO)N1C[C@H](C)[C@@H](CN(C)Cc2ccccc2)Oc2c(NC(=O)C3CCCCC3)cccc2C1=O | 1 | -2 | -4 | 1 | -4 | 1 | 0 | 1 | 5 | 2
COc1cc2c(cc1OC)C(=NO)CCCC2 | -4 | 6 | -4 | -1 | 2 | -11 | 0 | 9 | -4 | -1
CNS(=O)(=O)c1cc(Br)ccc1S(=O)c1ccccc1C(=O)O (stereo not drawn) | -5 | 6 | -1 | -8 | -1 | -10 | -5 | -1 | 1 | 1

As entered above:
`Cc1ccccc1NC(=O)N(O)C1(C#N)CCCCC1` @ TDP2 absorb: -2
`C[C@H](CO)N1C[C@H](C)[C@@H](CN(C)Cc2ccccc2)Oc2c(NC(=O)C3CCCCC3)cccc2C1=O` @ ADAM10 inh: 1

Given with two lines to a compound: six of the compounds above
The line under a structure holds: PLCb3 inh, ARFGAP1 inhibitor, ASAP1 inh, Tn6 DDE FP, TDP2 absorb, ADAM10 inh, ADAM17 inh, SIAE inh, Tn7 DDE FP, PLC-gamma1 inh
- N#Cc1c(-c2ccccc2F)cc(C2CC2)nc1SCC(=O)c1cccs1
→ -57, 0, 17, 3, 4, 2, -2, 2, -1, -44
- Nc1cccc2c(O)cccc12
→ -23, -6, 13, -11, -11, -80, -31, 11, 2, -12
- O=C(CSc1nc2[nH]ncc2c(=O)[nH]1)Nc1ccccc1
→ -2, 0, -3, 1, -2, 10, 0, -2, 0, -1
- CN(C)C(CNC(=O)c1ccc2nccnc2c1)c1ccco1 (stereo not drawn)
→ -28, -8, 11, -4, 9, -35, -12, 12, -3, -21
- COc1ccccc1OCCn1c(=O)n(C)c2ccccc21
→ -6, 1, 1, -3, 1, 3, -4, 4, 5, -3
- Cc1ccccc1NC(=O)N(O)C1(C#N)CCCCC1
→ -2, -4, 1, 1, -2, 5, -1, 1, 4, 0

This is a random part of the collection; any-hit rate near 3.6%.
